EP2 mod = EP2 receptor (human) modulation; P43116; EP2-expressing cells, cAMP HTRF FRET, PGE2 co-stimulation; induction, % at 25 µM; 260,000 tested, 0.83% active; AID 940;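 active = compounds whose cAMP rise, as percent of the full-agonist control response, exceeds 60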;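 also: rat C6 glioma line stably carrying human EP2 under a CMV promoter; the protocol text gives 20 µM as final concentration; 100% = response of wells given 1 µM PGE2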
Target sequence (P43116 whole entry, looked up): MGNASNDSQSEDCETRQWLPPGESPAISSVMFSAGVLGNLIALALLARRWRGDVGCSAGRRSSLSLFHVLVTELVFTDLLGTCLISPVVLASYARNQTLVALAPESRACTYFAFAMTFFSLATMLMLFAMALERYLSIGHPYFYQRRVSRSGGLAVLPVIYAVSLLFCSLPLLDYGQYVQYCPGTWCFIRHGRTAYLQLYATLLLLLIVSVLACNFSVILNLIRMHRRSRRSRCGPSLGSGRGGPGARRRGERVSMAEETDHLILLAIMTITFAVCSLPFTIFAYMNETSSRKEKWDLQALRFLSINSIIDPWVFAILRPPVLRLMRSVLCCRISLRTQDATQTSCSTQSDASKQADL
PGE2 EP2 inh = inhibitors of human EP2 prostaglandin E2 receptor; C6 glioma cells expressing human EP2, cAMP TR-FRET; cells stimulated with saturating PGE2; inhibition, % at 25 µM; 260,000 tested, 0.52% active;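 active = percent inhibition above 40 after rounding to a whole number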;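 also: rat C6 glioma host cells with rolipram phosphodiesterase inhibitor present; the protocol text gives 20 µM as final concentration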
* hit, by the source's call. These rows are one share of the data, so the mix of outcomes need not match the whole.

Second line of a record – EP2 mod | PGE2 EP2 inh
> Cc1cc(C)cc(C(=N)c2ccccc2Cc2cccc3ccccc23)c1
  53 | 37
> CCOc1ccc2[nH]c(=O)c(CN(CCc3ccccc3C)C(=O)CC)cc2c1
  -29 | 5
> Cc1c(Cl)cccc1NC(=O)CSc1nnc2cc(C)c3ccccc3n12
  -23 | 17
> COc1ccc(C(NC(=O)CCc2ccccc2)c2nccn2C)cc1OC (configuration not stated)
  -51 | 2
> O=c1oc2ccccc2n1CCCOc1ccc2ccccc2c1
  -23 | 25
> CCOCc1nnc(NC(=O)CC(C)c2ccccc2)s1 (configuration not stated)
  -34 | 9
> COc1cccc(CN2CCN(C(=O)c3cnc(C(C)(C)C)nc3)C(C)C2)c1 (configuration not stated)
  -16 | 5
> NC(=O)c1cc(-c2cccc(Cl)c2Cl)no1
  -90 | 15
> CCOC(=O)c1ccc(S(=O)(=O)N(Cc2ccco2)Cc2cc3ccc(OC)cc3[nH]c2=O)cc1
  27 | 6
> CC[C@]12CCCN3CCc4c(n(c5ccccc45)C(=O)C1)[C@@H]32
  6 | 8
> COc1ccccc1CN(Cc1cc2c(C)cc(C)cc2[nH]c1=O)C(=O)C1CCCCC1
  55 | 14
> CCCCC(=O)Oc1ccccc1C(=O)O
  9 | 14
> COc1ccc(NC(=S)N(Cc2cc3cccc(C)c3[nH]c2=O)C2CCCC2)cc1
  5 | 7
> Cc1cccc(-n2c(SCC(N)=O)nnc2-c2ccoc2C)c1C
  23 | 15
> CCNC(=S)NCCc1c[nH]c2ccccc12
  -75 | 14
> CC(=O)c1ccc(NC(=O)CN2C(=O)C(C)Oc3ccccc32)cc1 (configuration not stated)
  -18 | 11
> OC1(c2ccccc2)CCN(Cc2cccc(OCC3CCCO3)c2)C1 (configuration not stated)
  -25 | 5
> O=c1oc(/C=C/c2ccc(/C=C/c3nc4ccccc4c(=O)o3)cc2)nc2ccccc12
  -18 | 20
> COc1ccc(CNC(=O)C(OC(=O)c2cc3sccc3n2C)c2cccnc2)cc1 (configuration not stated)
  -56 | 9
> O=C(CSc1nnc(NC(=O)C2CCC2)s1)Nc1ccccc1F
  -14 | 9
> COc1ccccc1CC(C)NC(=O)CC1C(=O)N(C)c2ccccc21 (configuration not stated)
  -34 | 3
> COc1cccc(C2(NC(=O)Cc3ccc4c(c3)OCO4)CCCC2)c1
  12 | 3
> COc1cc2cc3c4cc(OC)c(OC)cc4cc[n+]3c(C)c2cc1OC
  21 | 16
> CCOc1no[n+]([O-])c1-c1ccccc1
  27 | 12
> CCN(C(=O)C1CCCCC1)c1nnc(-c2ccccc2C)s1
  12 | 13
> Cc1cc(N2CCCC2)c2ccccc2n1
  -16 | 11
> NC(=O)Cn1nnc(-c2ccccc2N)n1
  -14 | 12
> O=C(CN1CCC(c2nc3ccccc3s2)CC1)Nc1ccccc1Br
  -92 | 17
> Cc1ccccc1C(=O)Nc1sc2c(c1C(=O)N1CCCCC1)CCCC2
  26 | 4
> CCOC(=O)c1cccc(NC(=O)CSc2nnnn2-c2ccccc2OC)c1
  -40 | 18
> CCn1c(=O)oc2cc(S(=O)(=O)NCC3CC4CCC3C4)c(Cl)cc21 (configuration not stated)
  -95 | 5
> Cc1ccc(NC(=O)CSc2nnnn2-c2ccc3c(c2)OCCO3)c(C)c1
  -107 | 9
> Cc1ccc(-n2nnnc2SCC(=O)NNC(=O)c2ccco2)cc1
  -46 | 11
> CCOc1ccc(C(=O)NC2CCN(C(=S)NCCOC)CC2)cc1
  -15 | 4
> Oc1cc2ccsc2c2ccccc12
  -104 | 10
> COc1ccccc1NC(=O)Cn1cnc2sc(C(=O)Nc3ccccc3)c(C)c2c1=O
  -111 | 9
> CN1CCC(CCc2cn(CC(=O)N3CCOCC3)c3ccccc23)CC1
  -23 | 9
> Fc1ccc(N2CCN(Cc3nnnn3Cc3ccc4c(c3)OCO4)CC2)cc1
  -68 | 9
> COc1ccc2cc3c(N)c(C(=O)Nc4ccccc4OC)sc3nc2c1
  -26 | 10
> C=CCNC(=O)CSc1ncc(-c2ccc(F)cc2)[nH]1
  -39 | 11
> Cc1cccc(OCc2n[nH]c(=S)n2C)c1C
  10 | 5
> COc1ccc2cc(C#N)c(SCC(=O)Nc3ccccc3N3CCOCC3)nc2c1
  42 | 13
> CC1=NN(C(=O)c2ccc(C(C)(C)C)cc2)C(O)(C(F)(F)F)C1 (configuration not stated)
  22 | 14
> O=C(CNCC1CCCO1)NC1CCCCC1 (configuration not stated)
  -23 | 17
> Cc1ccc(C(=O)CSc2nc(C)cc(SCC(=O)NC3CCCCC3)n2)cc1
  -15 | 5
> CNCCC(Oc1ccccc1C)c1ccccc1 (configuration not stated)
  6 | 10
> CCCc1cc(C(=O)NCc2nc(-c3ccccc3)no2)n[nH]1
  -39 | 6
> CO[C@H]1O[C@H](CO)C(O[C@@H]2OC(C(=O)O)[C@@H](O[C@H]3O[C@H](COS(=O)(=O)O)C(O[C@@H]4OC(C(=O)O)[C@@H](O[C@H]5O[C@H](CO)C(O[C@@H]6OC(C(=O)O)[C@@H](O[C@H]7O[C@H](COS(=O)(=O)O)C(O[C@@H]8OC(C(=O)O)=C[C@H](O)C8OS(=O)(=O)O)[C@H](O)[C@H]7NC(C)=O)[C@H](O)[C@H]6O)[C@H](O)[C@H]5NC(C)=O)[C@H](O)[C@H]4O)[C@H](O)[C@H]3NC(C)=O)[C@H](O)[C@H]2O)[C@H](O)[C@H]1NC(C)=O (some centres not stated)
  4 | 12
> CCOc1cc(C2C(C#N)=C(N)Oc3n[nH]c(C)c32)ccc1OC (configuration not stated)
  -37 | 12
> O=C(CN1CCC(c2nc3ccccc3s2)CC1)Nc1cccc(Cl)c1
  -91 | 13
> CCOc1cc(C)c(S(=O)(=O)n2c([N+](=O)[O-])cnc2C)cc1C
  -21 | 9
> Cc1c(-c2ccccc2)cc2ccccn12
  36 | 15
> COc1ccc(NC(=O)Cn2ncc3cccn3c2=O)cc1OC
  -22 | 2
> O=C(O)c1ccc(C(=O)O)c(C(=O)O)c1.[NH-][C@@H]1CCCC[C@H]1[NH-].[Pt]
  10 | 37
> O=C(CSc1nc2ccccc2n1CC(=O)N1CCCC1)N1CCCCC1
  12 | 5
> CC(C(=O)N1CCC2(CC1)NC(=O)c1cccnc1N2C)c1n[nH]c(=O)c2ccccc12 (configuration not stated)
  -32 | 4
> COc1ccccc1C(c1nnnn1C1CCCC1)N1CCN(Cc2ccc3c(c2)OCO3)CC1 (configuration not stated)
  39 | 10
> COc1ccc(OCCN2CCN(Cc3ccnc(N4CCCC4)n3)CC2)cc1
  -11 | 6
> O=C(Nc1nccs1)c1ccc(CSc2nc3ccccc3s2)cc1
  -81 | 2
> Cc1ccc2cc(C(c3nnnn3C3CCCC3)N3CCCC(C)C3)c(=O)[nH]c2c1 (configuration not stated)
  8 | 16

(continued)
Second line of a record – EP2 mod | PGE2 EP2 inh
> Cc1cccc(NC(=O)CSc2nnc(-c3cccs3)n2C)c1
  -44 | 8
> O=C(O)CCN1CN(CCC(=O)O)c2ccccc21
  -7 | 9
> CCOCCOC(=O)C1=C(C)NC2=C(C(=O)CC(c3ccc(OC)c(OC)c3)C2)C1c1ccc(C)o1 (configuration not stated)
  -30 | 6
> CC1CCC2(OC1)OC1CC3C4CC[C@H]5C[C@@H](O)CC[C@]5(C)C4CC(=O)[C@]3(C)C1C2C (some centres not stated)
  15 | 14
> C[C@@H]1CN(Cc2ccco2)[C@H](C)CN1CC(=O)Nc1ccc(-n2cnnn2)cc1
  -42 | 4
> CCC(c1nnnn1C(C)(C)CC)N(Cc1ccccc1Cl)Cc1cc2cc(C)ccc2[nH]c1=O (configuration not stated)
  33 | 6
> COc1ccc(S(=O)(=O)N2CCC(C(=O)NCCCOC(C)C)CC2)cc1Cl
  4 | 9
> COc1ccc2c(c1)c1nnc(SCC(=O)OC3CCCCC3)nc1n2C
  6 | 10
> Cc1cccc2cc(CN(CCO)C(=S)NCCCN(C)C)c(=O)[nH]c12
  3 | 10
> COc1ccc(-c2cc(C(F)(F)F)nc(SCCC(=O)N3CCCCC3C)n2)cc1 (configuration not stated)
  -4 | 12
> O=C(NCc1ccccc1)c1nc2ncccn2n1
  12 | 11
> CN(C(=O)COc1ccc2ccccc2c1)C1CCS(=O)(=O)C1 (configuration not stated)
  -20 | 6
> O=S(=O)(CC1CSc2nc3ccccc3n21)c1ccc2ccccc2c1 (configuration not stated)
  -99 | 5
> COc1cccc(-n2c(SCC(=O)NC(C)(C)C)nnc2-c2ccccn2)c1
  -5 | 6
> CCOc1ccc2[nH]c(=O)c(CN(Cc3cccnc3)C(=O)c3ccc(OC)c(OC)c3)cc2c1
  -3 | 9
> COCCn1c(SCC(=O)Nc2ccc(OC)cc2)nnc1-c1ccc(OC)cc1
  -29 | 6
> Cc1ccc(CN(CCCN2CCOCC2)Cc2cncc3c(Cl)[nH]nc23)o1
  25 | 8
> S=C(S)N1CCCC1
  -9 | 14
> Cn1c(CN2CCOCC2)nnc1SCC(=O)Nc1ccc(F)cc1
  12 | 3
> CCCc1ncc(CNC2(c3ccc(Cl)cc3)CCC2)cn1
  -22 | 5
> C=CCn1c(=O)/c(=C2/Sc3ccc(OC)cc3N2C)s/c1=C1\C(=O)N(C)C(=S)N1C
  0 | 9
> CCn1c(SCC(=O)Nc2ccccc2Br)nnc1C1CCCCC1
  25 | 7
> CO[C@@]12[C@@H]3NC3CN1C1=C(C(=O)C(N)=C(C)C1=O)[C@@H]2COC(N)=O (some centres not stated)
  10 | 11
> O=C(Cn1c(C(F)(F)F)nc2ccccc21)N1CCc2ccccc2C1
  -111 | 6
> O=C(CN1CCC(c2ccc3c(c2)OCO3)CC1)NCc1ccccc1
  -89 | 5
> Cc1cc(C)c2[nH]c(=O)c(C(c3nnnn3C(C)(C)C)N3CCN(Cc4ccccc4)CC3)cc2c1 (configuration not stated)
  -7 | 13
> Cc1ccnc(NS(=O)(=O)c2ccc(-c3ccccc3)cc2)c1
  -57 | 7
> CCOC(=O)C(=O)Nc1sc(C(=O)Nc2cccc(C(F)(F)F)c2)c(C)c1C(=O)OC
  16 | 5
> Cc1ccc(Cl)cc1N1CCN(Cc2nnnn2Cc2cccs2)CC1
  -1 | 19
> CCc1cc2ccc(C)c(C)c2nc1SCC(=O)NCc1ccc2c(c1)OCO2
  42 | 2
> COCCNC(=O)CSc1nc(-c2ccc(OC)cc2)cc(C(F)(F)F)n1
  -45 | 4
> Cn1c(C(=O)Nc2cccc(C(F)(F)F)c2)cc2sccc21
  -5 | 19
> COc1ccc(C2(NC(=O)c3cccc(N4CCCCS4(=O)=O)c3)CCCC2)cc1
  -13 | 9
> NCCCc1c(-c2ccccc2)nc(N)[nH]c1=O
  13 | 13
> COCCN1C(=O)C2C(C(=O)Nc3ccc(F)cc3)C3(C)C=CC2(O3)C1C(=O)NC1CCCCC1 (configuration not stated)
  -30 | 16
> Cc1cc(N)c2cc(NC(=O)Nc3ccc4nc(C)cc(N)c4c3)ccc2n1
  61* | 49*
> CC(C)NC(=O)CN1CCN(c2ccc(F)cc2)CC1
  18 | 6
> CCc1cc(=O)oc2c(C)c(OCC(=O)N(CCC#N)c3ccccc3)ccc12
  -37 | 10
> CCN(CC)c1ccc2c(C)c(CC(C)=O)c(=O)oc2c1
  -34 | 11
> C[C@@H]1O[C@H](O)[C@@H](O)[C@H](O)[C@H]1O
  24 | 13

Marked active in EP2 mod, of those listed so far:
Structure,EP2 mod
Cc1cc(N)c2cc(NC(=O)Nc3ccc4nc(C)cc(N)c4c3)ccc2n1,61*

The list continues.
Second line of a record – EP2 mod | PGE2 EP2 inh
> C=C(C)CN1CCN(Cc2cnn(C3CCCCC3)c2)CC1
  -22 | 6
> COc1ccc(N2CCN(Cc3nc4c([nH]3)c(=O)n(C)c(=O)n4C)CC2)cc1
  -1 | 15
> COc1cc(Cl)c(S(=O)(=O)N2CCc3ccccc32)cc1Cl
  -38 | 11
> CCOC(=O)C1CCN(C(=O)CN(c2cc(Cl)ccc2C)S(C)(=O)=O)CC1
  27 | 8
> COc1cccc(OC)c1C(=O)Nc1nc2ccc(NC(C)=O)cc2s1
  -52 | 13
> O=C(Nc1ccc(S(=O)(=O)NCC2CCCO2)cc1)c1ccc(F)cc1 (configuration not stated)
  -18 | 7
> C=CCn1c(NCCN(CC)CC)nc2c1c(=O)[nH]c(=O)n2C
  -8 | 7
> Cc1cc2cc(C(c3nnnn3C3CCCC3)N3CCc4ccccc43)c(=O)[nH]c2cc1C (configuration not stated)
  5 | 11
> CCCOc1cccc(/C(O)=C2/C(=O)C(=O)N(CCN(C)C)C2c2ccco2)c1 (configuration not stated)
  -13 | 8
> COc1ccccc1C1(O)CCCN(C(=O)c2ccnn2C(C)C)C1 (configuration not stated)
  -49 | 9
> COc1ccc(CNc2nc3ccccc3s2)cc1OC
  -54 | 15
> O=C(NCCNCc1cccs1)c1ccc(F)cc1
  3 | 15
> CCCOc1ccc(C2C(C#N)=C(N)Oc3n[nH]c(-c4cc(C)sc4C)c32)cc1OC (configuration not stated)
  -5 | 12
> Fc1ccc(N2CCOCC2)c(NCc2cccc(OCc3cccnc3)c2)c1
  -28 | 7
> NNc1nc(Nc2cccc(Cl)c2)nc(N2CCOCC2)n1
  -117 | 26
> COc1ccc(O)c(CN[C@@H]2CCC(=O)N[C@H]2c2cc(F)cc(F)c2)c1
  -44 | 5
> Cc1ccc(C2=Nc3ccccc3C(c3ccncc3)=NN2)cc1
  -63 | 10
> O=c1[nH]c(N2CCCCC2)nc2c1CCN(Cc1ccccc1F)C2
  -54 | 14
> CCN(CC)C(=O)N(Cc1ccccc1)Cc1cc2cc(C)ccc2[nH]c1=O
  18 | 11
> C=C(C)C1CC=C(C(=O)O)CC1 (configuration not stated)
  8 | 9

3 compounds drawn at random from the list so far, as already listed:
Second line of a record – EP2 mod | PGE2 EP2 inh
> O=C(CNCC1CCCO1)NC1CCCCC1 (configuration not stated)
  -23 | 17
> Cc1ccc(CN(CCCN2CCOCC2)Cc2cncc3c(Cl)[nH]nc23)o1
  25 | 8
> O=C(CN1CCC(c2ccc3c(c2)OCO3)CC1)NCc1ccccc1
  -89 | 5
